RMI-FANCM inh: inhibitors of human RMI core complex binding to FANCM MM2; AID 1159607; FP signal (polarization) at 33 µM; 70,000 tested, 0.58% active; Fluorescence polarization, RMI core complex with F-MM2 peptide; active compounds read low; in the data active = FP signal below about 40; also: inactives centre near 61; strong numbers were not always called active; unit not given here
* marks the source's active call; other numbers are inactive results.

SMILES	RMI-FANCM inh
COc1cc(C(=O)O)c2c(c1C)OC(=O)c1c(C)cc(O)c(C=O)c1O2	57
CCOc1cc(-c2nnc(NC(C)=O)o2)cc(OCC)c1OCC	55
Cc1ccccc1Oc1ccc(S(=O)(=O)Nc2cccnc2)cc1	72
Cc1sc2ncnc(SCC(=O)c3ccc4c(c3)OCCO4)c2c1C	90
Cc1cc(NC(=O)Cn2nc(C3CC3)c3cnn(-c4cccc(Cl)c4)c3c2=O)no1	109
Cc1ccc(S(=O)(=O)N2CCN(c3ccc(-c4ccc(Cl)cc4)nn3)CC2)s1	70
CCSc1nnc(NC(=O)CSc2nc3[nH]ncc3c(=O)[nH]2)s1	52
CCS(=O)(=O)c1ccc(C(=O)Nc2cc(C)no2)cc1	67
CCc1ccccc1N1N=NC2C(=O)N(c3cccc(Cl)c3)C(=O)C21 (stereo unspecified)	60
CC(=O)Nc1c(C(=O)Nc2ccc(OC(F)(F)F)cc2)oc2ccccc12	57
Cc1ccc2c(c1)c1c(n2CC(O)CN2CCN(Cc3ccccc3)CC2)CCCC1 (stereo unspecified)	54
NC(=O)c1ccccc1NC(=O)Cc1csc(Nc2cccc(C(F)(F)F)c2)n1	66
O=C1CCC(=O)N1NC(=O)C12CC3CC(CC(C3)C1)C2	61
O=[N+]([O-])c1ccc(-c2cn3c(n2)SCC3)cc1	51
COc1ccc(-c2ccc(NS(=O)(=O)c3cc([N+](=O)[O-])c(C)c([N+](=O)[O-])c3)cc2)nn1	52

Filtered by structure: the compounds so far with a thiophene ring, fused or not (two)
SMILES	RMI-FANCM inh
Cc1sc2ncnc(SCC(=O)c3ccc4c(c3)OCCO4)c2c1C	90
Cc1ccc(S(=O)(=O)N2CCN(c3ccc(-c4ccc(Cl)cc4)nn3)CC2)s1	70

Later entries.
SMILES	RMI-FANCM inh
CCOc1cc(C)c(C)cc1S(=O)(=O)Nc1ccc(Cl)cn1	70
O=C(CC1CCCCN1S(=O)(=O)c1cccs1)NC1CCCCCC1 (stereo unspecified)	68
CC(=O)c1ccn(S(=O)(=O)c2ccccc2)c1	55
Cc1cccc(CC(=O)NCCn2ncccc2=O)c1	64
CC(=O)Cc1nsc(NC(=O)c2ccc3c(c2)OCCO3)n1	67
Fc1ccc2nc(Nc3nc(-c4cccs4)cs3)sc2c1	145
CC1(C)Cc2cccc(OCC(=O)NCc3ccccn3)c2O1	55
N#Cc1ccccc1NC(=O)C(=O)NCCN1CCOC(c2ccccc2)C1 (stereo unspecified)	74
COc1ccc(C(=O)N2CCCc3ccc(N)cc32)cc1	66
Cc1oc2c(cc(NS(=O)(=O)c3ccc(C(C)C)cc3)c3ccccc32)c1C(=O)OCc1ccccc1	60
COc1cn(CC(=O)Nc2cccc3ccccc23)c(CN2CCN(c3ccc(F)cc3)CC2)cc1=O	35*
CC(=O)Oc1c(C)cccc1C(=O)O	65
CSc1ccc(C(=O)Nc2nnc(-c3cc(C)nn3C)o2)cc1	70
Cc1cc(NC(=O)c2cc3ccccc3o2)n(C(C)C)n1	70
Cc1ccc(C23CC4CC(CC(CN=Cc5ccc([N+](=O)[O-])cc5)(C4)C2)C3)cc1	63

3 entries already listed, arranged by molecular weight, rising.
SMILES	RMI-FANCM inh
Fc1ccc2nc(Nc3nc(-c4cccs4)cs3)sc2c1	145
Cc1ccccc1Oc1ccc(S(=O)(=O)Nc2cccnc2)cc1	72
NC(=O)c1ccccc1NC(=O)Cc1csc(Nc2cccc(C(F)(F)F)c2)n1	66

More records
SMILES	RMI-FANCM inh
COc1ccc2nc(N(Cc3cccnc3)C(=O)Cc3cccc4ccccc34)sc2c1	144
CCOC(=O)N1CCN(C(=O)CSc2nnc(Cc3cccn3C)n2Cc2ccccc2)CC1	59
Cc1ccc(Cl)c2sc(NCCN(C)C)nc12	75
S=C(NC1Cc2ccccc2C1)N1CCN(c2ccc(Cl)c(Cl)c2)CC1	63
CN(C)NC(=O)Nc1csnc1-c1c(Cl)cccc1Cl	54
Cc1ccccc1OCc1ccc(C(=O)Nc2nccs2)o1	64
O=C(Nc1cccc(-c2cn3ccsc3n2)c1)c1ccc(Cl)c(Cl)c1	97
COc1ccc(CCNS(=O)(=O)c2ccc(C(C)(C)C)cc2)cc1OC	74
Cc1onc(-c2ccccc2Cl)c1C(=O)Nc1nnc(-c2cccs2)o1	68
COc1cc(NC(=O)NCC(c2ccsc2)N2CCN(C)CC2)cc(OC)c1OC (stereo unspecified)	65
CS(=O)(=O)c1ccc2nc(NC(=O)c3ccc(Br)cc3)sc2c1	82
Cc1cccc(S(=O)(=O)N2CCN(Cc3ccccc3)CC2)c1	60
COc1cccc(S(=O)(=O)N2CC(C)CC(C)C2)c1 (stereo unspecified)	53
Cc1cc(S(=O)(=O)c2ccc(Cl)cc2)sc1C(=O)NCC(O)c1ccccc1 (stereo unspecified)	57
COc1ccc(N(C)S(=O)(=O)c2ccsc2-c2nc(-c3ccc(F)cc3)no2)cc1	62
CC(C)(C)OC(=O)NCC(=O)NNC(=S)NCc1ccccc1	54
O=C(CN1C(=O)c2ccccc2C1=O)Nc1ccc(Cl)c(C(=O)c2ccccc2)c1	53
CCc1nnc(-c2cccc(OCC(=O)Nc3cc(C)on3)c2)o1	62
COc1cc(/C=C/C(=O)O)c(S(=O)(=O)NCc2ccco2)cc1OC	59
C=CCN1C(=O)C(Cc2ccccc2)S/C1=N/N=C\c1ccccc1 (stereo unspecified)	54
CCOc1ccc(-c2noc(-c3ccc(CS(=O)(=O)c4ccc(C)cc4C)o3)n2)cc1OC	163
COc1ccc(OC)c2c1sc(=NC(=O)CCc1ccccc1)n2C	60
O=C(/C=C/c1cccs1)Nc1nnc(-c2ccccc2Cl)o1	64
COC(=O)N1CCc2c(sc(NC(=O)c3cccc([N+](=O)[O-])c3)c2C(N)=O)C1	66
CCOc1ccc(-c2cn3c(CC(=O)Nc4ccc(C)cc4)csc3n2)cc1	70
Cc1nnc(-c2cc3ccccc3n2CC(=O)N2N=C(c3cccs3)CC2c2ccc(F)cc2)o1 (stereo unspecified)	57
Cc1cc(N)n(-c2nc3c(c(=O)[nH]2)CCCC3)n1	71
O=C(Nc1ccccn1)N1CCOCC1	57
COc1ccc2c(Cl)c(C(=O)N3CCc4ccccc43)sc2c1	59
CCSc1nnc(NC(=O)CSc2nn3c(=O)c(C)nnc3s2)s1	55

Part of the list above, with values ahead of the structure:
RMI-FANCM inh | compound
66 | COC(=O)N1CCc2c(sc(NC(=O)c3cccc([N+](=O)[O-])c3)c2C(N)=O)C1
70 | CCOc1ccc(-c2cn3c(CC(=O)Nc4ccc(C)cc4)csc3n2)cc1
57 | Cc1nnc(-c2cc3ccccc3n2CC(=O)N2N=C(c3cccs3)CC2c2ccc(F)cc2)o1 (stereo unspecified)

More records:
SMILES	RMI-FANCM inh
Cn1cccc1C(=S)NC(=O)Nc1ccccc1Cl	52
CCS(=O)(=O)Nc1cccc(C2=NN(S(=O)(=O)c3ccccc3)C(c3cccc([N+](=O)[O-])c3)C2)c1 (stereo unspecified)	56
COc1ccccc1OCc1nc2ccccc2[nH]1	59
C=CCn1c(=NC(=O)CCSc2ccccc2)sc2cc([N+](=O)[O-])ccc21	64
N=C1NC(=O)C(Cc2cccc(Cl)c2)S1 (stereo unspecified)	54
O=C(Nc1ccc2c(c1)OCO2)C1(c2cccs2)CCOCC1	54
C=CCN1C(=O)C(C)(C)COc2cc(NC(=O)c3c(OC)cccc3OC)ccc21	68
O=S(=O)(Oc1ccccc1N1CCOCC1)c1cccc(Cl)c1	57
Cc1cc(-c2ccc(C(=O)O)s2)c[nH]c1=O	59
Cc1cc(C)cc(-n2nc3c(c2NC(=O)CSCc2ccccc2)CSC3)c1	59
O=C(CS(=O)(=O)c1cccs1)Nc1ccc(F)cc1	63
NCCn1ncc2c(=O)n(Cc3cccc(C(F)(F)F)c3)cnc21	74
Oc1ccc(-c2cnc(-c3ccc(O)cc3)nc2)cc1	54
O=C1c2ccncc2C(=O)N1CO	55
CCCCc1ccc(NC(=O)c2cc(=O)c(OCC)co2)cc1	63

Three compounds picked at random from those above, as already listed:
SMILES	RMI-FANCM inh
NCCn1ncc2c(=O)n(Cc3cccc(C(F)(F)F)c3)cnc21	74
Cc1cc(C)cc(-n2nc3c(c2NC(=O)CSCc2ccccc2)CSC3)c1	59
C=CCn1c(=NC(=O)CCSc2ccccc2)sc2cc([N+](=O)[O-])ccc21	64

Going on with the list.
SMILES	RMI-FANCM inh
CN1CCN(c2ccnc(SCC(=O)c3ccc4c(c3)OCO4)n2)CC1	62
Cc1ccc(C)c(-c2csc(NC(=O)/C=C/c3ccccc3)n2)c1	59
O=C(CSc1n[nH]c(=O)c2cc(-c3ccco3)nn12)Nc1ccc(Cl)c(C(F)(F)F)c1	65
CSc1nc(N2CCCC2)c2cnn(CCNC(=O)C(C)(C)CCl)c2n1	57
O=C(NCCCS(=O)(=O)N1CCN(c2ccccc2)CC1)c1cnccn1	62
CCOc1ccc(S(=O)(=O)Nc2ccc3c(c2)CC(=O)N3CC)cc1F	69
C=CCNC(CC(=O)Nc1cccnc1)C(=O)O (stereo unspecified)	46
COc1ccc(CCS(=O)(=O)Nc2ccc3c(c2)CCC(=O)N3Cc2ccccc2)cc1	72
O=C(Nc1ncc(S(=O)(=O)c2ccc([N+](=O)[O-])cc2)s1)c1ccc(N2C(=O)CCC2=O)cc1	57
CC(C)S(=O)(=O)c1cccc(-c2nnc(NC(=O)c3ccc4c(c3)OCO4)o2)c1	65
CCOC(=O)C(NC(=O)c1ccccc1Cl)(Nc1ccccn1)C(F)(F)F (stereo unspecified)	40
CN1CCC=C(C(=O)N/N=C\c2cccnc2)C1	57
Cc1ccccc1NC(=O)C1Cc2ccccc2CN1S(=O)(=O)c1cccs1 (stereo unspecified)	63
O=C(NCc1cccs1)C(=O)NCC1OCCCN1S(=O)(=O)c1ccc(Cl)cc1 (stereo unspecified)	61
Cn1c(=NC(=O)c2cccs2)sc2cccc(Cl)c21	63
Cc1sc2ncn(-n3cccc3)c(=O)c2c1C	57
COC(=O)CN(C(c1ccccc1)c1cc(Br)ccc1NS(=O)(=O)c1ccc(C)cc1)S(=O)(=O)c1ccc(C)cc1 (stereo unspecified)	60
O=C(CS(=O)(=O)c1ccccc1)Nc1nc2c(s1)CCc1ccccc1-2	53
O=C(Nc1ccc2c(c1)CN(C(=O)c1ccccc1)CC2)C1CC1	68
O=[N+]([O-])c1ccncc1Br	64
CCCn1c(=NC(=O)c2ccco2)sc2cc(S(N)(=O)=O)ccc21	77
CCOC(=O)c1c(SCc2ccccn2)nc(=O)[nH]c1C	54
CC(C)CCCC(C)C1CCC2C3C(CC[C@]12C)[C@@]1(C)CC[C@H](O)C[C@]1(O)C[C@@H]3O (stereo partly specified)	65
COc1cn2c(cc1=O)C(=O)N(CCNC(=O)c1ccccc1SC)CC2	62
COc1ccc(CC(=O)NCc2nnc(SCC(=O)Nc3ccc(F)cc3)n2-c2ccccc2OC)cc1	62
Cc1ccc(N2CC(c3nc(-c4ccccc4C)no3)CC2=O)cc1 (stereo unspecified)	75
O=C(O)CNC(=O)c1cccs1	57
CC(C)c1ccc(NC(=O)CSc2nnc(Cn3cc(C(F)(F)F)ccc3=O)n2C)cc1	60
CC(C)(C)c1c(C#N)sc2sc(C#N)c(N)c12	58
Cc1ccc2nc(-n3nc4ccccc4n3)nc(-c3ccccc3)c2c1	59
COc1ccc2c(c1OC)C(=O)OC2Nc1ncccc1C (stereo unspecified)	62
CN(C)c1ccc(CCCNC(=O)C23CC4CC(CC(C4)C2)C3)cc1	70
Cc1onc(-c2c(F)cccc2Cl)c1C(=O)Nc1cc(S(=O)(=O)N2CCCCC2)ccc1O	59
O=C(O)c1cc(-c2ccc(OC(F)F)cc2)nc2ccccc12	59
Cc1ccc(SCCS(=O)(=O)c2ccc(F)cc2)cc1	55
COc1ccc(-c2ccc(N3CCC(C(=O)N4CCc5ccccc5C4)CC3)nn2)cc1	62
CCOc1cc(C(=O)NCC(=O)N/N=C\c2c[nH]c3ccccc23)cc(OCC)c1OCC	57
Cc1nc2scc(-c3cccc(NC(=O)COc4ccc(F)cc4F)c3)n2c(=O)c1C	63
S=c1[nH]ccn1Cc1ccco1	66
O=C(CCN1CCOCC1)Nc1ccc(F)cc1F	57
Cc1cc(NC(=O)c2nc3ccccc3s2)on1	66
CN1CCN(S(=O)(=O)c2ccc(F)c(Cl)c2)CC1	68
O=C(Cn1c(-c2cccnc2)nc2ccccc21)NCc1ccc2c(c1)OCO2	59
CCOc1ccc(C(=O)CSc2nccn(-c3cccc4ccccc34)c2=O)cc1	92
CCC(=O)c1ccc(OCC(O)CN2CCN(c3cc(Cl)ccc3Cl)CC2)cc1 (stereo unspecified)	55
CCOC(=O)C1CCCN(C(=O)Nc2c(-c3ccccc3)noc2C)C1 (stereo unspecified)	56
Clc1ccc(Cl)c(-c2ccc(/C=C/c3nc4ccccc4s3)o2)c1	61
Cc1ccc(NC(=O)Cc2cc(=O)[nH]c(SCc3cccc(Cl)c3)n2)cc1F	58
COc1ccc(OCc2nc(-c3sc4ccccc4c3C)cs2)cc1	55
CCOC(=O)c1sc(N=Nc2c(C)nn(-c3ccccc3)c2N)c(C(=O)OCC)c1C	50
O=C(CCOc1ccccc1)NCc1ccccc1	47
O=C(CCCn1nc(-c2cccnc2)ccc1=O)NCc1cccs1	56
Cc1ccc(C(=O)NCC(=O)N/N=C\c2c[nH]c3ccccc23)cc1[N+](=O)[O-]	61
COc1ccc2nc(-c3ccc(Cl)c(NC(=O)C(C)(C)C)c3)cn2n1	72
O=C(/C=C/c1ccccc1)N1CCC2(O)CCCCC2C1 (stereo unspecified)	56
O=C(Nc1nnc(-c2ccco2)o1)c1cccc2ccccc12	61
COc1ccc(C(=O)NCc2cc(-c3ccc(C)cc3)on2)c(OC)c1	57
O=S(=O)(NCc1nnnn1C1CCCCC1)c1ccc2c(c1)OCCO2	57
N#C/C(=C\Nc1cccc(Cl)c1)c1nc(-c2ccc3c(c2)OCO3)cs1	68
O=C(NNC(=O)c1ccc(CSc2ccc(C(F)(F)F)cn2)o1)c1ccc(Cl)cc1	59
Cn1nc2c(c1NC(=O)c1ccc(S(=O)(=O)N3CCCC3)cc1)CCC2	63

High-throughput results from PubChem BioAssay.

Some of the compounds tested; the hit share may differ from the screen's.
